Compound activity as filed in PubChem BioAssay.
CTSL1 counter = counter-screen for PFM18AAP inhibitors: inhibitors of F. hepatica cathepsin L1 | recombinant F. hepatica cathepsin L1, Z-Leu-Arg-MCA fluorescence | actives 0.49% (n = 300,000) | inhibition, % at 5.96 µM;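 active means inhibition above the mean of all tested compounds plus 3 SD, set per screening campaign, cut at about 17% in these data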;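 further: 0% = plate median of test compound wells and 100% = 1 µM Z-Phe-Ala-diazomethylketone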
HCV core dimer = HCV core protein dimerization inhibition; TR-FRET GST/Flag-core106 dimerization, 1536-well; AID 1899; inhibition, % at 5 µM; actives 0.33% (n = 300,000);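 active means inhibition above the mean of all tested compounds plus 3 SD, set per screening campaign, cut at about 45% in these data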
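System – GST-tagged and Flag-tagged HCV core protein residues 1-106 · Repeats – one well for each compound · Technique – TR-FRET 671 and 617 nm emission · Doses – one concentration, 5 µM, in 0.5% DMSO · Times – 4 h, 22.5 °C incubation · Also added – Eu donor and XL665 acceptor anti-tag antibodies · Measure – percent inhibition of core106 dimerization signal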
PP1 counter = PP1-alpha (human) inhibition in PP5 counter-screen | inhibition, % at 6.7 µM | AID 2235 | purified PP1alpha, OMFP fluorescence | actives 0.9% (n = 320,000) | P62136;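 active means inhibition above the mean inhibition of all tested compounds plus 3 SD, computed separately for each screening campaign, cut at about 15% in these data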
PP5 inh = blocks human protein phosphatase 5 activity | inhibition, % at 6.7 µM | purified PP5c, OMFP substrate fluorescence | AID 1987 | actives 0.18% (n = 320,000) | P53041;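 active means inhibition above the campaign's mean inhibition across all tested compounds plus 3 SD, cut at about 9.5% in these data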;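 further: 0% = DMSO only and 100% = 100 µM cantharidin control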
Target sequence (P53041 whole entry, looked up): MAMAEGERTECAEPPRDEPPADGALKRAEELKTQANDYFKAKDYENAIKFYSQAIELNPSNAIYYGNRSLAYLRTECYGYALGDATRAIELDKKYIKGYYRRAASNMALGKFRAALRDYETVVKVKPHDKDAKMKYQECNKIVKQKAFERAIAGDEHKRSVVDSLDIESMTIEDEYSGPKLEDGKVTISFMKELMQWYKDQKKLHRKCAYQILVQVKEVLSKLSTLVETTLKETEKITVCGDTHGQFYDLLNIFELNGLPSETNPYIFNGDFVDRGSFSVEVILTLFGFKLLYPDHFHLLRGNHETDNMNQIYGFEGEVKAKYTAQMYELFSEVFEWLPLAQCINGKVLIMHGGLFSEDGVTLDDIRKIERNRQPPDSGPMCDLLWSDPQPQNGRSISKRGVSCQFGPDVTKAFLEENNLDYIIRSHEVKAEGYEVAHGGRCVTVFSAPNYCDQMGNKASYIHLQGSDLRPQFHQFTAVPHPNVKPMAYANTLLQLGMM
proCasp7 act = activates human procaspase-7, counter-screen for procaspase-3 activators | activation, % at 8.5 µM | recombinant procaspase-7, Ac-DEVD-pNA absorbance 405 nm; D23A/D198A/D206A triple mutant, cannot self-cleave; scale: DMSO 0, 5 µM enzyme 100 | AID 463210 | P55210 | actives 0.093% (n = 330,000);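 active means percent activation above the screen-wide mean plus 3 SD, cut at about 25% in these data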
Target sequence (P55210 whole entry D23A/D198A/D206A): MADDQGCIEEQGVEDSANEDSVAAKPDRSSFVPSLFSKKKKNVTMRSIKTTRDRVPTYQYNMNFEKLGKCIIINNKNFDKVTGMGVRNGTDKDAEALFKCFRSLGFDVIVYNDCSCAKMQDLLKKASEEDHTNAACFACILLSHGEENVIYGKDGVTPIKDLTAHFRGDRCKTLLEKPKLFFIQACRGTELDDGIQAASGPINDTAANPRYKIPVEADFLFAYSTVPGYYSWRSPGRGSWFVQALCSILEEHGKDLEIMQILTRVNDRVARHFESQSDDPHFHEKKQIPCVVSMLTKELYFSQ
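Test system: Procaspase-7 triple mutant (PC-7 D3A). Also added: Ac-DEVD-pNA substrate, 400 µM as added. Schedule: 1 h enzyme–compound preincubation and 2 h substrate reaction, both 25 °C. Signal: p-Nitroaniline absorbance at 405 nm, read at 0 and 120 min. Control set: low DMSO alone, high DMSO plus 5 µM PC-7.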
TPT1 inhibitor = blocks Candida albicans tRNA 2'-phosphotransferase. recombinant caTPT1, FP RNA substrate dephosphorylation. actives 0.81% (n = 300,000). inhibition, % at 5 µM;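 active means inhibition above the mean of all tested compounds plus 3 SD, set per screening campaign, cut at about 24% in these data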;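 further: plate controls were DMSO alone for no effect and ferristatin control at 100 nM for full effect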
Efflux pump mplx = inhibitors of Candida antifungal efflux pumps expressed in yeast; S. cerevisiae Candida pump triplex, Nile Red efflux; inhibition, % at 10 µM; actives 0.44% (n = 330,000); AID 485275;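 active means plate passing quality check with inhibition over a set limit, or well fluorescence over plate mean plus 4 SD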;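 further: Nile Red retained in pooled yeast measured as flow cytometry median fluorescence; 0% = buffer negative control and 100% = Enniatin B positive control; higher means more Nile Red kept so more efflux inhibition; some compounds called inactive have numbers as strong as hits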
proCasp3 act = procaspase-3 (human) activation; P42574; recombinant procaspase-3 D3A, Ac-DEVD-pNA absorbance 405 nm; activation, % at 8.5 µM; actives 0.11% (n = 330,000);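 active means activation above the mean of all tested compounds plus 3 SD, cut at about 21% in these data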;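 further: 0% = DMSO alone and 100% = DMSO wells spiked with extra 5 µM PC-3 D3A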
Target sequence (P42574 whole entry D9A/D28A/D175A): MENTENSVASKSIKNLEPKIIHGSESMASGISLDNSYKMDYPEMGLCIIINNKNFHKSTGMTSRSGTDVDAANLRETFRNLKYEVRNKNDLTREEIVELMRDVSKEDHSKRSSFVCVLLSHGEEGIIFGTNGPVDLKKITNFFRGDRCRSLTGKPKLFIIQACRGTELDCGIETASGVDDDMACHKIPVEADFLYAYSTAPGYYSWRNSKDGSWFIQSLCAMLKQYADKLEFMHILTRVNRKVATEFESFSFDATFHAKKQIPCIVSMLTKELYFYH
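Evaluation: percent activation relative to control range; Material: Procaspase-3 D3A mutant, all three cleavage aspartates alanine; Compound: single dose, 8.5 µM nominal compound, 0.8% DMSO; Replication: one well per compound; Signal: absorbance at 405 nm, 0 and 120 min; Schedule: 1 h preincubation plus 2 h reaction at 25 °C.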
GASC-1 inh = inhibitors of human GASC-1 (JMJD2C) demethylase; Q9H3R0; GST-JMJD2C(1-420) H3K9me3 demethylation, DELFIA europium; inhibition, % at 2.35 µM; actives 0.069% (n = 330,000); AID 2099;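 active means more than half of a compound's replicate wells show inhibition beyond 50%, single wells judged on their own value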;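 further: signal counts dimethyl H3K9 product captured on neutravidin plate; 0% = median of DMSO wells and 100% = 0.3 times that DMSO median; strong numbers were not always called active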
Numbers without * were called inactive; · = not tested or not shown. No enrichment for hits. About 2.9% of those tested had a hit in this group.

(1) Cc1nn(-c2ccccc2)c(Cl)c1/C=C1/C(=N)N2N=C(C(C)C)SC2=NC1=O
(2) COc1ccc(C2NC(=S)NC(C)=C2C(=O)Nc2ccccn2)cc1OC (configuration not stated)
(3) CCOC(=O)c1cc(-c2ccccc2)nc2c1c(C)nn2-c1ccccn1
(4) CCOC(=O)c1ccc(-c2cc(C)no2)[nH]1
(5) Oc1ccccc1Nc1nc(NCc2ccccc2)c2ccccc2n1
(6) CC1Cc2ccccc2N1C(=O)CSc1nncs1 (configuration not stated)
(7) O=C(Nc1ccc(Cl)c(Cl)c1)C1=Cc2ccccc2OC1
(8) CN(C(=O)CSc1ncnc2sccc12)c1c(N)n(Cc2ccccc2)c(=O)[nH]c1=O
Screen / compound no.,1,2,3,4,5,6,7,8
CTSL1 counter,-3,2,3,3,4,·,0,-5
HCV core dimer,5,-3,12,-2,-1,·,0,-3
PP1 counter,3,0,31*,-3,19*,-4,0,-2
PP5 inh,0.7,-0.3,1.4,2.6,3.0,0.8,4.0,-1.8
proCasp7 act,3,4,5,1,1,-4,8,4
TPT1 inhibitor,10,4,-2,-3,-2,·,5,-1
Efflux pump mplx,-1.2,-0.1,0.1,6.5*,0.0,0.0,0.2,-0.1
proCasp3 act,-3,2,-49,-4,-7,5,-3,5
GASC-1 inh,-3,-20,3,4,-8,4,-1,-4

(9) Cc1ccc(C2=N/C(=C\c3ccc(F)cc3)C(=O)N2)cc1
(10) O=C(N/N=C/c1cccc([N+](=O)[O-])c1)c1cc2c(ccc3ccccc32)o1
(11) COCCn1c(SCc2nc3cc(OC)c(OC)cc3c(=O)[nH]2)nnc1-c1ccncc1
(12) CC(C)(C)c1ccc(CN2C3=NCCCN3c3ccccc32)cc1
(13) CCCC[C@@H]1CNC(=S)N1CCC12CC3CC(CC(C3)C1)C2
(14) O=C(CSc1nnc(SCc2ccc(F)cc2)s1)Nc1ccc(C(=O)O)cc1
(15) CC(=O)N1c2ccc(S(=O)(=O)N3CCCC3C(=O)NCc3ccc(Cl)cc3)cc2CC1C (configuration not stated)
(16) COc1ccc(C=O)cc1Oc1nc(Cl)ncc1F
Screen / compound no.,9,10,11,12,13,14,15,16
CTSL1 counter,·,2,-1,3,4,-1,1,2
HCV core dimer,·,8,0,-3,7,1,3,0
PP1 counter,-1,1,-5,2,0,1,-6,11
PP5 inh,3.2,0.3,-0.1,1.0,1.2,1.7,1.2,0.4
proCasp7 act,-1,-14,8,13,0,4,7,11
TPT1 inhibitor,·,1,4,-3,3,4,6,0
Efflux pump mplx,-0.2,0.2,-0.1,-0.1,0.0,0.3,0.2,-0.1
proCasp3 act,-8,1,-6,-1,-8,2,6,-1
GASC-1 inh,13,-1,9,-16,-8,-2,19,-2

Taken from the results shown (15 entries):
(2) COc1ccc(C2NC(=S)NC(C)=C2C(=O)Nc2ccccn2)cc1OC (configuration not stated)
(3) CCOC(=O)c1cc(-c2ccccc2)nc2c1c(C)nn2-c1ccccn1
(4) CCOC(=O)c1ccc(-c2cc(C)no2)[nH]1
(5) Oc1ccccc1Nc1nc(NCc2ccccc2)c2ccccc2n1
(6) CC1Cc2ccccc2N1C(=O)CSc1nncs1 (configuration not stated)
(7) O=C(Nc1ccc(Cl)c(Cl)c1)C1=Cc2ccccc2OC1
(8) CN(C(=O)CSc1ncnc2sccc12)c1c(N)n(Cc2ccccc2)c(=O)[nH]c1=O
(9) Cc1ccc(C2=N/C(=C\c3ccc(F)cc3)C(=O)N2)cc1
(10) O=C(N/N=C/c1cccc([N+](=O)[O-])c1)c1cc2c(ccc3ccccc32)o1
(11) COCCn1c(SCc2nc3cc(OC)c(OC)cc3c(=O)[nH]2)nnc1-c1ccncc1
Screen / compound no.,2,3,4,5,6,7,8,9,10,11
CTSL1 counter,2,3,3,4,·,0,-5,·,2,-1
HCV core dimer,-3,12,-2,-1,·,0,-3,·,8,0
PP1 counter,0,31*,-3,19*,-4,0,-2,-1,1,-5
PP5 inh,-0.3,1.4,2.6,3.0,0.8,4.0,-1.8,3.2,0.3,-0.1
proCasp7 act,4,5,1,1,-4,8,4,-1,-14,8
TPT1 inhibitor,4,-2,-3,-2,·,5,-1,·,1,4
Efflux pump mplx,-0.1,0.1,6.5*,0.0,0.0,0.2,-0.1,-0.2,0.2,-0.1
proCasp3 act,2,-49,-4,-7,5,-3,5,-8,1,-6
GASC-1 inh,-20,3,4,-8,4,-1,-4,13,-1,9

(12) CC(C)(C)c1ccc(CN2C3=NCCCN3c3ccccc32)cc1
(13) CCCC[C@@H]1CNC(=S)N1CCC12CC3CC(CC(C3)C1)C2
(14) O=C(CSc1nnc(SCc2ccc(F)cc2)s1)Nc1ccc(C(=O)O)cc1
(15) CC(=O)N1c2ccc(S(=O)(=O)N3CCCC3C(=O)NCc3ccc(Cl)cc3)cc2CC1C (configuration not stated)
(16) COc1ccc(C=O)cc1Oc1nc(Cl)ncc1F
Screen / compound no.,12,13,14,15,16
CTSL1 counter,3,4,-1,1,2
HCV core dimer,-3,7,1,3,0
PP1 counter,2,0,1,-6,11
PP5 inh,1.0,1.2,1.7,1.2,0.4
proCasp7 act,13,0,4,7,11
TPT1 inhibitor,-3,3,4,6,0
Efflux pump mplx,-0.1,0.0,0.3,0.2,-0.1
proCasp3 act,-1,-8,2,6,-1
GASC-1 inh,-16,-8,-2,19,-2

(continued)
(17) CC1CCCN(C(=O)CSc2nc3ccccc3o2)C1 (configuration not stated)
(18) O=[N+]([O-])c1cc2c(cc1/C=N/Nc1nc(Nc3ccccc3)nc(N3CCCCC3)n1)OCO2
(19) Cc1cccn2c(=O)c3cc(C#N)c(=O)n(-c4c(C)n(C)n(-c5ccccc5)c4=O)c3nc12
(20) S=C(NCCc1ccccc1)Nc1ccccc1
(21) O=C1OC(Nc2ccccn2)c2ccccc21 (configuration not stated)
(22) CCCCn1c(SCC(=O)N2CCC(C)CC2)nc2cc(S(N)(=O)=O)ccc21
(23) Cc1c(/C=N/NC(=O)CNc2ccccc2)c2ccccn2c1C(=O)c1ccccc1
(24) O=C(CCNC(=O)c1ccccc1Cl)Nc1nc(-c2ccccc2Cl)cs1
Screen / compound no.,17,18,19,20,21,22,23,24
CTSL1 counter,-3,0,5,-1,-3,-6,-2,-2
HCV core dimer,1,40,-2,-9,-8,2,24,4
PP1 counter,-2,2,-1,-3,-2,-3,13,-3
PP5 inh,-1.8,2.1,-1.6,1.6,0.2,0.3,5.3,4.9
proCasp7 act,5,-1,-8,10,-6,6,-8,0
TPT1 inhibitor,-1,-4,-8,0,-1,4,-1,6
Efflux pump mplx,0.1,0.0,-0.1,0.1,0.0,2.8,0.1,0.0
proCasp3 act,4,3,-13,-1,8,0,5,7
GASC-1 inh,14,-12,36,1,3,8,0,-21

(25) CN(Cc1ccccn1)C(=O)C1CCC(=O)N(Cc2cccc(F)c2)C1 (configuration not stated)
(26) CNS(=O)(=O)c1cccc(C(=O)OCC(=O)Nc2ccc(-c3nc4ccc(C)cc4s3)cc2)c1
(27) CCOC(=O)N1CCN(C(=O)c2ccc3c(=O)n(-c4ccc(F)cc4)c(=S)[nH]c3c2)CC1
(28) COc1ccc(S(=O)(=O)N(C)C)cc1NS(=O)(=O)c1ccc(F)c(F)c1F
(29) Cc1ccc(NC(=O)CSCC(=O)Nc2cccc(S(=O)(=O)N3CCCCCC3)c2)cc1
(30) COc1ccc(C(=O)CN2C(=O)NC3(CCc4ccccc43)C2=O)c(OC)c1 (configuration not stated)
(31) CCOc1ccc(S(=O)(=O)NCc2ccc3c(c2)OCO3)cc1NC(C)=O
(32) CC1CCN(S(=O)(=O)c2cc(C(=O)Nc3ccccn3)ccc2Br)CC1
Screen / compound no.,25,26,27,28,29,30,31,32
CTSL1 counter,3,3,0,2,·,2,2,0
HCV core dimer,-6,-67,-1,4,·,-4,3,5
PP1 counter,24*,5,-1,-3,3,-2,-4,-2
PP5 inh,0.5,-0.3,0.6,0.0,6.2,1.7,-0.6,-0.3
proCasp7 act,-20,2,10,-3,5,6,2,1
TPT1 inhibitor,-1,6,-4,0,·,-1,-3,-1
Efflux pump mplx,0.2,0.0,0.0,-0.2,0.3,0.2,-0.1,0.0
proCasp3 act,-7,2,5,4,0,5,0,-1
GASC-1 inh,1,-2,4,-1,-5,7,13,-4

(33) N#Cc1ccc(C(=O)Nc2ccc(N3CCN(C(=O)c4ccco4)CC3)cc2)c(F)c1
(34) C=CCSc1ncc(C(=O)OCC)c(N)n1
(35) CCNc1nc(NCC)n2c(SCC(=O)Nc3ccc(CC)cc3)nnc2n1
(36) COc1ccc2occ(C(=O)c3coc4ccc(O)c(CN(C)C)c34)c2c1
(37) COc1ccc(-c2cc(CS(=O)(=O)c3ccccc3)on2)cc1
(38) O=C(CN1C(=O)CSc2ccccc21)Nc1ccccc1C(=O)N1CCOCC1
(39) O=C1N[C@@H](Cc2ccccc2)C(=O)N2[C@@H]1C[C@]1(Br)c3ccccc3N(S(=O)(=O)c3ccccc3)[C@H]21
(40) O=C(N/N=C1\CCCc2ccccc21)c1ccccc1Cl
Screen / compound no.,33,34,35,36,37,38,39,40
CTSL1 counter,-2,1,6,1,4,2,0,2
HCV core dimer,2,1,1,-2,3,-3,17,-4
PP1 counter,-2,-7,-1,1,-5,-2,0,-5
PP5 inh,0.3,0.3,-1.2,11*,0.2,0.2,-0.5,0.1
proCasp7 act,-4,12,-14,1,0,6,0,10
TPT1 inhibitor,-2,1,-4,-2,-2,-1,2,0
Efflux pump mplx,3.6,0.0,-0.1,0.0,-0.1,0.0,-0.1,-0.2
proCasp3 act,-4,0,-8,-7,4,2,0,-6
GASC-1 inh,-8,3,6,0,-2,6,1,0

(41) CCn1nc(C)c(NC(=O)/C=C/c2ccc(OC)c(COc3ccc(Br)cc3)c2)c1C
(42) CC(Sc1ccc2c(c1)OCCO2)C(=O)Nc1ccc(N2CCOCC2)cc1 (configuration not stated)
(43) CC1CCN(C(=S)NC(=O)c2ccco2)CC1
(44) CC(=O)N1CCN(C(=S)Nc2ccc(SC(F)F)cc2)CC1
Screen / compound no.,41,42,43,44
CTSL1 counter,1,-1,-1,0
HCV core dimer,-2,-3,-8,-2
PP1 counter,2,-1,-2,-2
PP5 inh,4.6,-2.8,1.1,-0.2
proCasp7 act,6,-1,-1,-6
TPT1 inhibitor,-1,1,-3,0
Efflux pump mplx,-0.3,0.1,0.3,0.1
proCasp3 act,9,8,6,-3
GASC-1 inh,-2,-6,-16,2
